NOD2 inhibition – NOD2 signaling inhibitors, cell-based, luminescence, uHTS, HEK293 (AID 1566). HEK293 NOD2/NF-kB luciferase reporter, luminescence; higher % means a stronger effect. 0.63% of 290,000 active. inhibition, % at 4 µM, or EC50 in µM where a hit was titrated; in the data active = inhibition above about 50%; also: many of its hits are not listed in these tables
WT yeast gro inh – growth inhibition of WT yeast, mitochondrial fusion screen | 2.1% of 190,000 active | inhibition, % at 10 µM | mitochondrial fusion phenotypic screen, WT strain; in the data active = inhibition above about 58%; tested in S. cerevisiae
bCat nuc transl – alters nuclear translocation of beta-catenin in HeLa cells | 0.3% of 190,000 active | immunofluorescence imaging | nuclear translocation activity, % at 5 µM | AID 1665;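 active = nuclear translocation activity above 50% at 5 µM, with a well cell count of 50 or more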;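 also: per-cell ratio of nuclear to cytoplasmic median beta-catenin stain intensity; plate controls were DMSO negative control for no effect and GSK-3 inhibitor IX positive control for full effect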
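Assay system: human HeLa cells, native beta-catenin; doses: 5 µM primary, 0.02–20 µM confirmation; incubation: compound treatment 24 h, 37°C, 5% CO2; technique: fluorescence imaging of beta-catenin antibody stain plus DAPI; measure: % activation, nuclear-to-cytoplasmic median beta-catenin signal ratio per cell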
Hep lipid drop – hepatic lipid droplet formation modulation; inhibition, % at 6.5 µM; AML12 mouse hepatocytes, oleate lipid droplets, BODIPY imaging; 0.4% of 240,000 active;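 active = lipid droplet intensity inhibited by at least 50%, with more than 500 cells counted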
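Assay system: AML12 mouse liver cells | Compound: 6.5 µM single-point dosing | Schedule: Overnight exposure | Technique: Fluorescence imaging, 20x objective, two fields per well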
MT stabilizer – microtubule stabilizers in HeLa cells. HeLa tubulin immunostaining HCS, 24 h; share of cells brighter than vehicle mean+2SD. % tubulin-high responders, % at 10 µM. 0.83% of 200,000 active. AID 2205;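 active = plate Z-score above 3 for both tubulin-high and condensed-nucleus cell shares, with cell loss under 80%, at 10 µM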;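 also: anti alpha tubulin signal scored within the nucleus-defined area of each cell; some results filed as inactive read as strong as hits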
Autophagy mod – modulators of autophagy; MEF GFP-LC3 puncta imaging; test concentration mostly 10 µM; AID 463193; calls only at 10 µM (by protocol); 0.98% of 190,000 active;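 active = percentage of spot-positive cells more than 3 SD above its plate mean, without a fluorescence outlier flag or 80% toxicity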;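 also: spot-positive cell cutoff set from DMSO-treated cells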
Yfh1-off respiration – enhancers of respiration in Yfh1-depleted yeast, dose response, Friedreich's ataxia, plus single-dose screen (AID 1465); S. cerevisiae Yfh1-off respiration, WST-1 reduction, 72 h; higher fold induction means a stronger effect; one-dose fold induction at 50 µM; EC50 in µM for titrated hits; 0.074% of 220,000 active;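 active = fold induction of absorbance versus untreated yeast above a set limit, then at least 30% activation at any dose in follow-up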;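 also: activators that raise dye reduction in frataxin-depleted yeast; strong numbers were not always called active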
Ins promoter up – MIN6 insulin promoter up-regulation; z-score at 5 µM; MIN6 insulin promoter-GFP reporter, high-content imaging; stronger effect = higher value; AID 1625; 0.3% of 190,000 active;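 active = z-score above 3 at 5 µM with at least 500 cells counted in the well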
Dynein cargo inh – dynein cargo transport inhibition | z-score, hits read low | 3617.4 mouse cells, GR-EGFP nuclear translocation imaging; test concentration mostly 20 µM; stimulated with dexamethasone, 1 µM; stronger effect = lower value | 0.47% of 220,000 active;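 active = plate z-score of nuclear minus cytoplasmic receptor signal below a set negative limit, without overly bright fluorescence or cell loss, cut at about -3.5 in these data, passing the limit was not always enough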;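 also: z-score of nuclear minus cytoplasmic ring GR-EGFP intensity difference per well; some compounds called inactive have numbers as strong as hits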
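medium = tetracycline-free induction medium containing charcoal-stripped FBS | probe or stimulus = dexamethasone, 1.0 µM final | timing = 48 h induction, then 1 h compound, then 30 min agonist, 37 °C | detection = automated 10x imaging of fixed Hoechst-stained cells | read-out basis = nuclear versus cytoplasmic GR-EGFP signal, averaged per well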
WT yeast gro inh mutant strain – second read-out of WT yeast gro inh, no call of its own (marks repeat the call); inhibition, %; mitochondrial fusion phenotypic screen, mutant strain inhibition
Dynein cargo inh cytoplasmic EGFP – also measured in Dynein cargo inh; calls as there; z-score; measured here: cytoplasmic GR-EGFP intensity; stronger effect = higher value
Dynein cargo inh nuclear GR-EGFP – second read-out of Dynein cargo inh, no call of its own (marks repeat the call); z-score; measured here: nuclear GR-EGFP intensity;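 lower value marks the stronger effect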
Dynein cargo inh cell count – second read-out of Dynein cargo inh, no call of its own (marks repeat the call); z-score; measured here: cell count per field
Ins promoter up cell count – also measured in Ins promoter up; calls as there; cell count; measured here: cytotoxicity, nuclei count;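 total cells summed across four imaged fields per well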
Hep lipid drop cells 6.5 µM – recorded beside Hep lipid drop, whose call it bears; cell count; measured here: cell count, cytotoxicity flag;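 cells counted across two imaged fields per well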
bCat nuc transl cell count 5 µM – second read-out of bCat nuc transl, no call of its own (marks repeat the call); cell count; measured here: cell count, cytotoxicity flag
MT stabilizer Hoechst-high % – further read-out of MT stabilizer, marked with its call; % Hoechst-high responders; measured here: nuclear condensation Hoechst responders;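 share of cells brighter than vehicle mean plus two SD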
MT stabilizer cytotoxicity % – further read-out of MT stabilizer, marked with its call; toxicity, %; measured here: cytotoxicity by cell density;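 0% = mean cell density of plate MIN control wells and 100% = no cells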
Autophagy mod cell loss 18 h – second read-out of Autophagy mod, no call of its own (marks repeat the call); toxicity, %; measured here: cell loss, nuclei count;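 cell loss after 18 h compound exposure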
An asterisk follows results filed as active; i = inactive; nt = no result given. A portion of the library; the hit share may differ from the screen's.

SMILES | NOD2 inhibition | WT yeast gro inh | WT yeast gro inh mutant strain | bCat nuc transl | bCat nuc transl cell count 5 µM | Hep lipid drop | Hep lipid drop cells 6.5 µM | MT stabilizer | MT stabilizer Hoechst-high % | MT stabilizer cytotoxicity % | Autophagy mod | Autophagy mod cell loss 18 h | Yfh1-off respiration | Ins promoter up | Ins promoter up cell count | Dynein cargo inh | Dynein cargo inh cytoplasmic EGFP | Dynein cargo inh nuclear GR-EGFP | Dynein cargo inh cell count
CC(C)(C)c1cccc(C2(O)C(=O)c3ccccc3C2=O)c1O | 20.0% | nt | nt | -0.5 | 1257 | nt | nt | nt | nt | nt | nt | nt | i | -0.32 | 1377 | -1.16 | -0.224 | -0.665 | 1.19
CCN(CC)CCNC(=O)C(=O)NCC1OCCN1C(=O)c1ccc2c(c1)OCO2 (stereo not drawn) | 4.6% | -0.7 | -5.8 | -1.7 | 1147 | 17.5 | 678 | 1.5 | 1.4 | 1.4 | i | -2.0 | i | -0.44 | 1355 | 0.434 | -0.191 | 0.777 | -1.15
COCC(=O)Nc1cc(C(=O)NCC(C)C)ccc1Cl | 12.6% | 14.8 | 12.8 | -3.6 | 559 | 6.4 | 724 | 4.7 | 2.0 | 5.8 | i | 7.9 | i | -0.09 | 1327 | 1.25 | -0.0971 | 0.307 | 0.0651
CC1(C)C2CCC1(CS(=O)(=O)N1CCC(C(=O)O)CC1)C(=O)C2 (stereo not drawn) | -3.8% | nt | nt | -0.2 | 1333 | -15.9 | 755 | nt | nt | nt | nt | nt | i | -0.12 | 1132 | 1.38 | -0.252 | 0.556 | -0.706
N#Cc1ccc(N2C(=O)[C@@H]3C(C(=O)c4ccc5ccccc5n4)=NN[C@@H]3C2=O)cc1 | 32.2% | -9.4 | -13.4 | -2.2 | 1155 | 5.0 | 653 | 4.2 | 2.6 | 4.5 | i | -3.6 | i | 0.29 | 1460 | -0.395 | -0.25 | -0.296 | 0.319
COc1ccc(C(C#N)N2CCOCC2)cc1 (stereo not drawn) | 13.6% | -13.8 | -3.3 | -1.8 | 1222 | 52.7* | 753* | 3.1 | 1.1 | 5.1 | i | -4.4 | i | nt | nt | -0.166 | -0.26 | -0.274 | 0.632
CCCN1C(=O)/C(=N\OCC(=O)NCC(F)(F)F)c2ccccc21 | -9.2% | -9.5 | -11.2 | -1.2 | 1037 | 2.8 | 649 | 6.8 | 2.5 | 6.6 | i | 23.6 | i | -0.13 | 1466 | -0.223 | 0.114 | 0.389 | -1.27
O=C(OCC(=O)c1c[nH]c2ccccc12)c1ccc(Br)o1 | 6.0% | -3.5 | 4.1 | -1.1 | 1199 | -3.5 | 771 | 1.4 | 1.2 | 8.3 | i | -2.6 | i | -0.51 | 893 | 0.011 | -0.265 | 0.44 | 0.417
Cc1ncn(-c2ccc(C(=O)Oc3ccccc3)cn2)n1 | -4.6% | -11.0 | 12.7 | -0.5 | 1048 | -2.7 | 719 | 2.4 | 2.6 | 7.1 | i | 10.5 | i | -0.97 | 1404 | -0.344 | -0.306 | 0.21 | 1.17
COC(=O)C1(C(=O)OC)Sc2ccccc2C1=O | 11.6% | -6.0 | -12.4 | nt | nt | 13.8 | 732 | 2.7 | 1.5 | 6.8 | i | -0.7 | i | -1.1 | 1306 | 1.98 | -0.156 | 1.2 | -1.37
O=C(N/N=C1\CCSC1)c1cc(Cl)ccc1O | -1.5% | 9.2 | 14.8 | 0.2 | 1591 | 0.8 | 745 | 2.6 | 1.5 | 10.4 | i | -31.5 | i | 0.04 | 1438 | 0.926 | -0.339 | 0.589 | 0.00263
COc1cccc(/C=N/Nc2ccc(C(=O)O)cc2)c1O | 82.8%* | 47.5 | 44.7 | -0.7 | 1127 | 5.5 | 699 | 2.1 | 1.8 | 7.6 | i | 4.2 | i | 0.72 | 1279 | -0.504 | -0.33 | -0.136 | 0.489
N#C/C(=C\c1c[nH]c2ccccc12)C(=O)NCC1CCCO1 (stereo not drawn) | -14.5% | 3.8 | 1.6 | 3.0 | 841 | -0.8 | 748 | 1.4 | 1.2 | 5.6 | i | -11.0 | i | 0.2 | 1459 | -0.772 | -0.277 | -0.155 | 0.69
O=C(CCC(=O)N(c1cccc(F)c1)C(C(=O)NC1CCCC1)c1ccncc1)Nc1cccnc1 (stereo not drawn) | -13.2% | -3.0 | -8.2 | -1.7 | 1205 | 14.9 | 684 | 3.4 | 2.5 | 2.5 | i | 36.5 | i | nt | nt | -1.01 | -0.241 | -0.505 | 0.776
Cc1oc2ccc(O)c(CN3CCOCC3)c2c1C(C)O (stereo not drawn) | 3.9% | 6.3 | 12.7 | 0.8 | 530 | -2.7 | 773 | 3.9 | 2.0 | 5.0 | i | -4.7 | i | nt | nt | -0.483 | -0.183 | -0.328 | 1.29
CC(=O)Nc1ccc(NC(=O)c2ccccc2S(=O)(=O)c2ccc([N+](=O)[O-])cc2)cc1 | 17.8% | 8.3 | 1.7 | -1.2 | 1481 | -1.3 | 736 | 4.4 | 2.2 | 11.6 | i | -2.5 | i | 0.06 | 1232 | 0.16 | 0.126 | -0.0236 | -0.484
CCCS(=O)(=O)N1CCN(Cc2ccco2)CC1 | 12.3% | -11.1 | 11.2 | -1.6 | 740 | nt | nt | 0.9 | 1.6 | 4.2 | i | 7.2 | i | 0.18 | 1386 | -0.761 | -0.221 | -0.344 | 1.48
COC(=O)c1cc(S(=O)(=O)N2CCOCC2)c(N2CCOCC2)cc1N1CCOCC1 | -6.0% | -3.7 | -13.1 | nt | nt | -11.5 | 747 | 2.4 | 3.2 | 4.1 | i | 5.2 | i | -0.08 | 1324 | -0.372 | -0.169 | 0.0517 | -0.304
O=C1Nc2ccc(F)cc2C12Nc1ccccc1-c1nnc(SCc3ccccc3F)nc1O2 (stereo not drawn) | 12.7% | 41.6 | 27.4 | -1.2 | 1300 | nt | nt | 1.5 | 1.5 | 9.8 | i | -14.2 | i | -0.18 | 1650 | -0.409 | -0.19 | 0.465 | 0.0641
CCCOc1ccc2c3c(c(=O)oc2c1OCCC)CCCC3 | 12.2% | 6.6 | 21.9 | -0.9 | 1354 | nt | nt | 2.4 | 1.9 | 8.6 | i | 5.7 | i | -1.24 | 528 | -0.316 | -0.244 | -0.87 | 1.74
Cc1ccccc1NC(=O)c1ccc(CN(c2ccccc2)S(=O)(=O)c2ccccc2)cc1 | -36.9% | -2.1 | -5.2 | 0.4 | 919 | -13.6 | 554 | 2.8 | 3.6 | 6.8 | i | 0.2 | i | -0.82 | 2331 | -0.342 | -0.301 | -0.549 | 0.573
O=C(Cn1c(=O)n(CC2CCCO2)c(=O)c2ccccc21)c1ccccc1 (stereo not drawn) | 20.2% | 5.6 | 9.4 | nt | nt | -1.6 | 650 | 1.8 | 1.1 | 1.3 | i | -7.8 | i | 0.75 | 1138 | 0.00933 | -0.13 | 0.255 | 1.06
CS(=O)(=O)c1ccc(-c2nn[nH]n2)cc1 | 14.8% | -11.1 | 3.3 | -9.4 | 1215 | 3.3 | 740 | 4.9 | 3.0 | 11.8 | i | 16.8 | i | -0.55 | 901 | -0.347 | 0.819 | 0.113 | 0.379
CC1C(=O)CC(c2ccccc2)N(C)C1c1ccccc1 (stereo not drawn) | 12.7% | 23.2 | 6.1 | nt | nt | nt | nt | 4.5 | 1.2 | 7.0 | i | -23.0 | i | -0.1 | 920 | 1.75 | -0.00339 | 1.29 | -1.08
CCn1cc([N+](=O)[O-])c(C(=O)N2N=C3/C(=C/c4cccs4)CCCC3C2c2cccs2)n1 (stereo not drawn) | 33.6% | 10.8 | -11.6 | 0.1 | 1022 | -41.8 | 693 | 3.6 | 2.1 | 6.6 | i | -12.3 | i | nt | nt | 3.58 | 1.11 | 3 | -2.83
COc1ccc(C(=O)O)cc1S(=O)(=O)N(CCc1ccccc1)Cc1ccccc1 | -5.4% | nt | nt | -0.6 | 1319 | 1.1 | 712 | nt | nt | nt | nt | nt | i | 1.14 | 1188 | 0.464 | -0.223 | 0.244 | -0.58
COc1ccc2c(c1)C(=O)N(c1ccc(C)cc1C)C(=O)C2 | 16.8% | 5.4 | 14.1 | nt | nt | -13.7 | 714 | 3.5 | 2.2 | 7.9 | i | 1.6 | i | -0.04 | 1298 | -0.339 | -0.27 | -0.41 | 0.319
O=C(Nc1ccccc1)N1CCC(C(=O)N2CCN(S(=O)(=O)c3cccc(F)c3)CC2)CC1 | 0.7% | nt | nt | -4.7 | 1030 | nt | nt | 1.9 | 3.0 | 12.8 | i | -28.0 | i | -0.01 | 1128 | 0.0493 | -0.329 | -0.0388 | 0.0425
COC(=O)c1nc2n(n1)C(c1ccc(OC)c(OC)c1OC)C1=C(CCCC1=O)N2 (stereo not drawn) | -13.2% | 3.5 | 18.2 | nt | nt | 11.2 | 741 | 2.7 | 1.4 | 0.2 | i | 10.5 | i | 0.78 | 1204 | 0.767 | -0.179 | 0.611 | 0.919

Reformatted: two of the compounds above.
molecule	NOD2 inhibition	WT yeast gro inh	WT yeast gro inh mutant strain	bCat nuc transl	bCat nuc transl cell count 5 µM	Hep lipid drop	Hep lipid drop cells 6.5 µM	MT stabilizer	MT stabilizer Hoechst-high %	MT stabilizer cytotoxicity %	Autophagy mod	Autophagy mod cell loss 18 h	Yfh1-off respiration	Ins promoter up	Ins promoter up cell count	Dynein cargo inh	Dynein cargo inh cytoplasmic EGFP	Dynein cargo inh nuclear GR-EGFP	Dynein cargo inh cell count
O=C(CCC(=O)N(c1cccc(F)c1)C(C(=O)NC1CCCC1)c1ccncc1)Nc1cccnc1 (stereo not drawn)	-13.2%	-3.0	-8.2	-1.7	1205	14.9	684	3.4	2.5	2.5	i	36.5	i	nt	nt	-1.01	-0.241	-0.505	0.776
Cc1oc2ccc(O)c(CN3CCOCC3)c2c1C(C)O (stereo not drawn)	3.9%	6.3	12.7	0.8	530	-2.7	773	3.9	2.0	5.0	i	-4.7	i	nt	nt	-0.483	-0.183	-0.328	1.29
